Bioassay records (PubChem BioAssay)
MCL1-BIM inh – inhibitors of MCL1 binding to BIM-BH3, primary screen, biochemical, fluorescence polarization; 0.68% of 320,000 active; AID 2057, 2009; inhibition, % at 10.9 µM; GST-MCL1 / FITC-Bim-BH3 fluorescence polarization; Induced myeloid leukemia cell differentiation protein Mcl-1 (Homo sapiens), Q07820;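 active means inhibition above the mean inhibition of all tested compounds plus 3 SD, set per campaign, cut at about 40% in these data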;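 further: 0% = DMSO wells and 100% = unlabeled Bim-BH3 peptide control; higher means more loss of mP so more displacement of Bim peptide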
MEX-5 binding – MEX-5 zinc finger RNA-binding disruptors – biochemical, C. elegans, fluorescence polarization, MLPCN library, primary screen | AID 1832, 2009 | Zinc finger protein mex-5 (Caenorhabditis elegans), Q9XUB2 | 0.38% of 300,000 active | MEX-5/FITC-TCR2 RNA binding; stronger effect = lower value | activity score (negative = inhibition of binding), % at 10 µM;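 active means inhibition past about -25% in most replicates, and total fluorescence under double the plate's negative control median, limit read from the data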;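 further: 0% = DMSO and -100% = 5 µM competing unlabeled TCR2 RNA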
GLD-1 RNA inh – GLD-1/TGE RNA complex disruptors, primary screen, biochemical, fluorescence polarization; inhibition, % at 5.96 µM; purified GLD-1 + fluorescein TGE RNA; Female germline-specific tumor suppressor gld-1 (Caenorhabditis elegans), Q17339; 0.44% of 320,000 active;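 active means percent inhibition above a per-plate cutoff, the plate mean of test compounds plus 3 SD, cut at about 30% in these data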;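 further: 0% = DMSO wells with GLD-1 and probe and 100% = wells lacking GLD-1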
Bcl-xL primary – inhibitors of human Bcl-xL, primary screen, biochemical, fluorescence polarization, HTS. Bcl-2-like protein 1 (Homo sapiens), Q07817. GST-Bcl-xL / FITC-Bim BH3 peptide fluorescence polarization. inhibition, % at 10.9 µM. 0.7% of 320,000 active;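 active means inhibition above the mean of all tested compounds plus 3 SD, cutoff set per campaign, cut at about 30% in these data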;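 further: 0% = DMSO wells and 100% = unlabeled Bim-BH3 peptide competitor; inhibitors lower millipolarization by displacing the labeled peptide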
Target sequence (Q07817 whole entry, looked up): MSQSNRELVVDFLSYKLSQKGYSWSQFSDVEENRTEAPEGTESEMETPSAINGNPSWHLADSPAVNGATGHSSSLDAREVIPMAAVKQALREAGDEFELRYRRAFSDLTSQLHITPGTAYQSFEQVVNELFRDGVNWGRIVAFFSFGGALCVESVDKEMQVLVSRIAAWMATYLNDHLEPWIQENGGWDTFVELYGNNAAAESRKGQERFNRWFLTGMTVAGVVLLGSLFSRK
VLA-4 inh – inhibition in human VLA-4 binding assay, primary screen, VLA-4 allosteric modulator project, MLPCN library, flow cytometry, VLA-4 expressing cells | AID 2557, 2010 | ligand binding flow cytometry | inhibition, % (about 7 µM as worked out from the volumes in the protocol) | Integrin alpha-4 (Homo sapiens), P13612 | 0.2% of 330,000 active; in the data active means inhibition above about 50%
CIT2 TOR yeast – modulators of CIT2-GFP expression in yeast, primary screen, S. cerevisiae, GFP fusion, multiplex flow cytometry, MLPCN library; S. cerevisiae CIT2-GFP strain, 3 h; 100 means same as DMSO wells; GFP response vs DMSO, % at 10 µM; 0.065% of 320,000 active; AID 2029, 2009;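 active means GFP response relative to DMSO above a set limit, near the screen mean plus 3 SD, cut at about 150% in these data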;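 further: ratio of well median GFP fluorescence to mean of DMSO wells on the plate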
GRK2 inh – compounds blocking aptamer binding on GRK2 – biochemical, human GRK2, bead flow cytometry, HTS, primary screen; FAM-aptamer displacement from GRK2; inhibition of aptamer binding, % at 10 µM; 0.59% of 330,000 active; AID 488847, 2010;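 active means inhibition of aptamer binding above 40%, roughly 3 SD of noise, on plates passing a quality check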;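 further: median bead fluorescence of bound FAM aptamer so fluorescent compounds give negative values; no value below 0 was filed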
Target sequence (P25098 whole entry, looked up): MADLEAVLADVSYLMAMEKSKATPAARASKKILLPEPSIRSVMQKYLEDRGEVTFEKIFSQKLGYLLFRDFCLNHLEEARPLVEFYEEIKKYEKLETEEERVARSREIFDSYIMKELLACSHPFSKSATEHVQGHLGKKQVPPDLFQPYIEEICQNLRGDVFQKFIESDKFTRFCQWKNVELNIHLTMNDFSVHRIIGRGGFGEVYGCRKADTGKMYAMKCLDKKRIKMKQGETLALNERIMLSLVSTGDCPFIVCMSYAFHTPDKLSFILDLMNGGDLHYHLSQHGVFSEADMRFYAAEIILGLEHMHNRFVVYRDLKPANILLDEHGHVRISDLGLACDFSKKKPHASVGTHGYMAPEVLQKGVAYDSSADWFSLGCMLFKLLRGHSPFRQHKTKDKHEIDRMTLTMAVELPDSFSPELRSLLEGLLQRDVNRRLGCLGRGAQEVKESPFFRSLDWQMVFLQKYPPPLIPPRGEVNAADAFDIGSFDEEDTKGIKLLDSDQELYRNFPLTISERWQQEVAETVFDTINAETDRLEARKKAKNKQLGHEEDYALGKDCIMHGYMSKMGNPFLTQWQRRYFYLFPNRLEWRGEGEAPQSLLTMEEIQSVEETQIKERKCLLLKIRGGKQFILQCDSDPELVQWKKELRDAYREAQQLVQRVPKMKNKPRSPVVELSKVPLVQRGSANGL
AGP1 TOR yeast – modulators of AGP1-GFP expression in yeast TOR pathway, primary screen, cell-based, multiplex flow cytometry, S. cerevisiae, MLPCN library. 3 h; GFP as percent of DMSO wells. GFP response vs DMSO, % at 10 µM. 0.02% of 320,000 active;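 active means GFP response relative to DMSO above a set limit, near screen average plus 3 SD, cut at about 150% in these data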;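 further: median GFP channel fluorescence of the gated AGP1 strain per well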
Yeast superoxide – reduction of superoxide in aged yeast, primary screen, HTS; 0.18% of 330,000 active; S. cerevisiae aged cells, superoxide DHE fluorescence; stronger effect = lower value; superoxide response (% of plate mean), % at 10 µM;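 active means superoxide response under a set limit, about three screen SD below normal, cut at about 65% in these data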;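 further: yeast aged for seven days with compound at 30 °C before DHE staining; 100% = average MFI of all compound-treated wells on the plate with controls excluded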
* hit, by the source's call; . = no result given; [ ] = another dose, or the depositor's remark.

SMILES	MCL1-BIM inh	MEX-5 binding	GLD-1 RNA inh	Bcl-xL primary	VLA-4 inh	CIT2 TOR yeast	GRK2 inh	AGP1 TOR yeast	Yeast superoxide
O=C(Nc1ccc(N2CCOCC2)c(Cl)c1)c1ccc(F)cc1	-4	-2.5	1	2	9	99	3	105	101
O=C1CN(C(=O)COC(=O)CCC(=O)c2ccc3c(c2)OCCO3)c2ccccc2N1	-1	3.5	6	3	4	107	6	102	96
CCC1CCCCN1C(=O)c1ccc2c(c1)C(=O)N(c1ccc(C)cc1)C2=O (centres undefined)	-8	-3.7	-8	-1	-1	77	0	84	110
O=C(NCC(=O)N(c1ccccc1)C(C(=O)NC1CCCCC1)c1cccnc1)c1ccco1 (centres undefined)	7	-1.8	-5	7	10	110	6	109	87
CCN1C(=O)[C@H]2[C@@H](c3ccc(-c4ccc(C(C)=O)cc4)cc3)N3CCCC[C@@]3(C(=O)OC)[C@H]2C1=O	8	3.2	-1	8	.	.	.	.	.
Cc1cc(CN(C)Cc2ccc(OCC(O)CN(C)Cc3ccccc3)cc2)on1 (centres undefined)	-2	0.8	-7	-1	-1	92	0	92	80
CC1CCc2sc(-c3n[nH]c(=S)o3)cc2C1 (centres undefined)	-25	1.9	0	-31	9	90	0	80	106
CC(C(=O)NCc1ccc(F)cc1)n1ccc2cc(S(=O)(=O)N3CCCC3)ccc21 (centres undefined)	2	-2.8	3	8	10	103	2	113	101
CCCN(C(=O)Cc1coc2cc(C)c(C)cc12)c1c(N)n(Cc2ccccc2)c(=O)[nH]c1=O	-6	0.9	0	-5	-4	87	0	96	80
Cc1ccccc1Cn1cc(S(=O)(=O)CC(=O)Nc2nccs2)c2ccccc21	5	-1.4	6	3	0	94	0	94	131
CCc1ccc(NC(=O)C2CCC(CNC(=O)[C@@H]3Cc4ccccc4CN3)CC2)cc1 (some centres undefined)	13	-0.7	2	5	1	106	0	104	88
Cn1c(=O)[nH]c(=O)c2c1nc(SCC(=O)O)n2CCc1ccccc1	-29	-0.4	1	-31	10	94	0	96	88
O=C(Nc1ccccc1Cl)C1CC(=O)N(c2ccccc2)C1 (centres undefined)	0	-1.4	1	0	0	.	0	.	115
Cc1nn(-c2cccc(C(F)(F)F)c2)c(Cl)c1/C=N/n1cnnc1	-5	-1.1	-7	0	0	83	3	91	90
CC(CNCC1CCCO1)COc1ccccc1 (centres undefined)	0	-1.5	4	-2	-1	86	0	89	91
Cc1cc(C)c(NC(=O)C2CC(=O)N(C3CCCC3)C2)c(C)c1 (centres undefined)	.	.	6	.	25	92	1	99	107
Cc1ccc(NC(=S)NCc2cccs2)c(C)c1	10	-1.3	0	2	12	97	0	98	111
C1=C(c2ccccc2)CCN(c2nc3ccccc3n3cnnc23)C1	-7	2.6	4	6	-9	87	2	99	109
COC(=O)c1ccc(NC(=S)NC2CC3CCC2C3)cc1 (centres undefined)	3	-1.1	3	-2	4	109	0	97	87
CC(C)Cc1ccc(S(=O)(=O)N2CCN(c3ccccn3)CC2)cc1	3	0.9	3	5	21	95	6	102	106
COc1ccc(CC(=O)NCc2n[nH]c(=S)n2-c2ccc(Br)cc2)cc1	-21	0.3	-8	-22	22	102	0	105	96
COc1c(C)cc(C(=O)C2CCCN(S(=O)(=O)N(C)C)C2)cc1C (centres undefined)	-3	-1.3	2	1	6	104	3	100	97
COc1ccc(/C=N/NC(=O)Cn2cnc3c2c(=O)n(C)c(=O)n3C)cc1	1	1.3	-5	1	2	102	0	105	97
C/C(CC(=O)NCc1ccccc1)=N\NC(N)=S	5	3.2	3	2	22	108	2	107	97

Arranged by value in AGP1 TOR yeast (ascending): five of the compounds above.
molecule,MCL1-BIM inh,MEX-5 binding,GLD-1 RNA inh,Bcl-xL primary,VLA-4 inh,CIT2 TOR yeast,GRK2 inh,AGP1 TOR yeast
Cc1nn(-c2cccc(C(F)(F)F)c2)c(Cl)c1/C=N/n1cnnc1,-5,-1.1,-7,0,0,83,3,91
COC(=O)c1ccc(NC(=S)NC2CC3CCC2C3)cc1 (centres undefined),3,-1.1,3,-2,4,109,0,97
C1=C(c2ccccc2)CCN(c2nc3ccccc3n3cnnc23)C1,-7,2.6,4,6,-9,87,2,99
COc1c(C)cc(C(=O)C2CCCN(S(=O)(=O)N(C)C)C2)cc1C (centres undefined),-3,-1.3,2,1,6,104,3,100
COc1ccc(/C=N/NC(=O)Cn2cnc3c2c(=O)n(C)c(=O)n3C)cc1,1,1.3,-5,1,2,102,0,105

The list goes on:
SMILES	MCL1-BIM inh	MEX-5 binding	GLD-1 RNA inh	Bcl-xL primary	VLA-4 inh	CIT2 TOR yeast	GRK2 inh	AGP1 TOR yeast	Yeast superoxide
CC1CC(=S)Nc2ccccc2N1Cc1ccccc1 (centres undefined)	10	-0.1	1	2	27	95	0	93	98
CC(C)(C)c1ccc(C(=O)c2c[nH]c(C(=O)NCc3ccco3)c2)cc1	-2	2.2	5	6	-25	102	0	98	103
CC(C)(C)Cc1nnc(NC(=O)CCc2ccccc2)s1	8	3.5	1	3	11	96	1	100	100
CC1CN(C2=N/C(=C/c3ccc4c(c3)OCO4)C(=O)N2)CC(C)O1 (centres undefined)	4	-3.8	-4	7	-3	95	2	96	112
O=C(N/C(=C\c1cccc(Br)c1)C(=O)N1CCOCC1)c1ccco1	6	1.6	0	3	12	93	1	94	98
COc1cccc(NC(=O)CN(C)C(=O)CNC(=O)c2ccccc2F)c1	-2	0.3	-1	-3	10	104	2	101	101
COc1ccc(C(=O)C2CCCN(Cc3cnc(N4CCOCC4)s3)C2)c(OC)c1 (centres undefined)	-6	-2.4	1	1	3	96	2	101	97
O=C(O)CCSc1nc2ccccc2n1-c1ccccc1	-8	0.8	-1	-3	14	107	2	103	93
Cc1nn(CC(=O)NCc2ccc(OC(C)C)cc2)c(=O)c2cc3occc3n12	3	-1.4	6	9	6	102	1	109	99
CCOC(=O)c1nnn(-c2ccccc2C#N)c1C	7	1.4	-2	3	-21	101	4	100	91
N/C(=N/OC(=O)c1cccc([N+](=O)[O-])c1)c1cccc([N+](=O)[O-])c1	4	2.4	-4	1	8	94	3	95	102
CCCCc1ccc(NC(=O)CSc2nc(=O)n(CCCN3CCOCC3)c3c2CCC3)cc1	2	1.6	1	1	-16	94	0	93	103
Cc1cc(NS(=O)(=O)c2ccc(NS(=O)(=O)c3ccc(CC(C)C)cc3)cc2)nc(C)n1	5	0.5	11	5	-21	94	1	97	104
CCCCOc1ccc(-c2[nH]ncc2C=O)cc1	1	2.2	1	3	-5	95	4	86	103
C=C[C@@H]1c2ccccc2N(S(=O)(=O)c2ccc(C)cc2)[C@H](c2ccc(C(F)(F)F)cc2)C1(C#N)C#N	3	.	-4	7	0	120	0	122	107
CCOc1ccc(S(=O)(=O)Nc2cnc3ccccc3c2)cc1	4	2.1	-6	3	4	103	1	105	94
O=S(=O)(NC1CCSc2ccccc21)c1ccccc1 (centres undefined)	0	0.9	-3	7	12	94	1	97	97
NNC(=O)c1ccc([N+](=O)[O-])c(CS(=O)(=O)c2ccc(Cl)cc2)c1	1	1.8	-3	2	0	88	0	95	104
COc1cc(C(=O)OCC(=O)Nc2c(F)cccc2F)cc(OC)c1C	-3	1.9	0	0	2	99	2	101	111
O=C(Nc1nc2ccccc2[nH]1)c1ccc(F)c(S(=O)(=O)N2CCOCC2)c1	1	4.2	5	-1	1	95	0	99	101
COc1cccc(C(=O)OCC(=O)N2CCC(Cc3ccccc3)CC2)c1OC	.	.	5	.	11	76	5	92	117
CCN1CCN(S(=O)(=O)c2ccc(C(C)(C)C)cc2)CC1	10	2.5	6	3	3	95	2	89	93
O=C1CCC(=O)N1OCCCOc1ccc2c(c1)CCC2	7	-2.0	2	3	-7	108	0	100	92
Cc1ccccc1Cn1c(CN2CCN(c3ccc(F)cc3)CC2)nc2c1c(=O)n(C)c(=O)n2C	-5	0.2	2	-1	-13	101	1	95	98

Ordered by SMILES length (largest number first): some entries from above
SMILES	MCL1-BIM inh	MEX-5 binding	GLD-1 RNA inh	Bcl-xL primary	VLA-4 inh	CIT2 TOR yeast	GRK2 inh	AGP1 TOR yeast	Yeast superoxide
O=C(Nc1nc2ccccc2[nH]1)c1ccc(F)c(S(=O)(=O)N2CCOCC2)c1	1	4.2	5	-1	1	95	0	99	101
COc1cccc(C(=O)OCC(=O)N2CCC(Cc3ccccc3)CC2)c1OC	.	.	5	.	11	76	5	92	117
COc1cc(C(=O)OCC(=O)Nc2c(F)cccc2F)cc(OC)c1C	-3	1.9	0	0	2	99	2	101	111

Later entries
SMILES	MCL1-BIM inh	MEX-5 binding	GLD-1 RNA inh	Bcl-xL primary	VLA-4 inh	CIT2 TOR yeast	GRK2 inh	AGP1 TOR yeast	Yeast superoxide
CCOC(=O)C1CCN(C(=O)C2CCC(=O)N(Cc3cccc(C(F)(F)F)c3)C2)CC1 (centres undefined)	14	1.4	5	5	-4	102	4	102	98
COc1ccc2c(c1)C(c1ccc(C)o1)=NNC(c1ccccc1)=N2	2	-0.7	-16	3	-7	102	1	97	95
CC(C)(C)NNC(=S)Nc1cccc(F)c1	1	0.2	8	7	-3	94	3	108	93
CC(C)[C@H](NC(=O)OCc1ccccc1)C(=O)NCc1ccccc1	-9	-1.1	4	1	42	98	3	91	84
CC1CCN(S(=O)(=O)c2ccc(NC(=O)[C@@H]3CCCC[C@@H]3C(=O)O)cc2)CC1	7	-1.7	0	5	7	105	2	103	105
O=[N+]([O-])c1cc(/C=N/O)ccc1SCc1ccccc1	-2	-1.3	5	2	28	93	2	101	99
CCn1c(N2CCN(C(=O)/C=C/c3ccccc3)CC2)nc2ccccc21	-9	-0.4	-3	-5	16	103	0	101	104
CCN1CCN(C(=O)Cn2ncc3ccsc3c2=O)CC1	0	-0.6	-6	0	25	98	10	102	93
O=S(=O)(Nc1ccccc1N1CCCCC1)c1ccccc1	4	1.9	6	-1	-13	145[may fluoresce green]	6	110[may fluoresce green]	96
O=C(/C=C/c1cccc([N+](=O)[O-])c1)NCCSCc1cccc(Cl)c1	-1	1.4	3	0	20	93	0	94	99
